Screens from PubChem.
ARNT-TACC3 inh – disruptors of ARNT/TACC3 protein interaction, primary screen, biochemical, AlphaScreen, single concentration; inhibition, % at 9.99 µM; AlphaScreen His-ARNT PAS-B/GST-TACC3 binding, luminescence; TACC3 fragment carries E629A point mutation; AID 623870, 2012; actives 0.66% (n = 390,000);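 active means mean inhibition of replicates at least 50% and at least half of replicates each reaching 50%; inconclusive means half or more replicates reach 50% but mean below 50%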;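 further: 0% = complete ARNT plus TACC3 wells and 100% = ARNT alone without TACC3; many hits fall short of the cut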
INS-1E GSIS act – GLuc luminescence reporter in INS-1E cells, primary screen for activators of glucose-dependent secretion of insulin; INS-1E GLuc reporter insulin secretion, 2-3 h; activation, % at 16.6 µM; actives 0.61% (n = 370,000);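 active means lowest replicate activation of at least 40%, so every replicate reaches that level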;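 further: 0% = median of neutral control wells and 100% = median of IBMX positive control wells; some compounds called inactive have numbers as strong as hits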
ERp5 block – inhibitors of ERp5-driven insulin aggregation, primary screen, biochemical, turbidity, absorbance 650 nm, single point; 90 min; inhibition, % at 9.99 µM; actives 0.05% (n = 350,000);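 active means mean replicate inhibition above about 25%, with every replicate also reaching it, limit read from the data, passing the limit was not always enough; inconclusive means only one of those two criteria met; inactive means neither criterion met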
Target sequence (Q15084 whole entry, looked up): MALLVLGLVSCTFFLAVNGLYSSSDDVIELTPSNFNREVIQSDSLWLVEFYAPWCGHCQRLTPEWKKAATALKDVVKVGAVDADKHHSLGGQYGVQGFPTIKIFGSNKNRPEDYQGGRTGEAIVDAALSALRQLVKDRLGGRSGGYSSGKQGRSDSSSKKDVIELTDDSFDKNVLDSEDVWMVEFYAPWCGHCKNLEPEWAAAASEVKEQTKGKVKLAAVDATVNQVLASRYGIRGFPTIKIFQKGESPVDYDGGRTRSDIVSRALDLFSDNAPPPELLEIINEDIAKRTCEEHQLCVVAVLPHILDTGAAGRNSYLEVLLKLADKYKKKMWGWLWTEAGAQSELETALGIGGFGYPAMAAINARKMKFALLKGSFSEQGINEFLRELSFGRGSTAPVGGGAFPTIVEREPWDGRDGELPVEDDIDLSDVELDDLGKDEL
Xi reactivation – activators of inactive X chromosome reactivation, primary screen, imaging, XiGFP fibroblasts, GFP high-content imaging, set 2; activation, % at 7.58 µM; XiGFP mouse fibroblasts, % GFP-positive cells imaging, 3 d; cells co-treated with 5-aza-dC sensitizer; scaled so ellipticine positive control = 100%; actives 0.055% (n = 360,000);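 active means mean normalized replicate activation at least 10% and every replicate at or above 10%; inconclusive means only one of the two criteria met; inactive means mean below 10% and not all replicates reach 10%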;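 further: 0% = median of on-plate neutral control wells and 100% = ellipticine 6 µM median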
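material = 68-5-11 XiGFP fibroblast line | medium = DMEM plus 5-aza-dC sensitizer | schedule = 3 days compound exposure | benchmarks = positive control ellipticine, 6 µM final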
PAX8 inh HTS – inhibitors of PAX8-driven TPO luciferase reporter, primary screen, RMG-I cells, single concentration; inhibition, % at 12.6 µM; SteadyGlo, 24 h; actives 1.2% (n = 360,000);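 active means mean replicate inhibition at least 60% with every replicate also reaching 60%; inconclusive means only one of the two criteria is met; inactive means mean below 60% and not all replicates reaching 60%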;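 further: luciferase light reporting Pax8 driven TPO promoter activity; plate controls were median of neutral control wells for no effect and mitoxantrone controls for full effect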
DENV2 CPE rescue – inhibitors of DENV2 cytopathic effect, primary screen, cell-based, plate reader, single concentration; DENV2-infected cells, cytopathic effect rescue; CPE inhibition, % at 9.99 µM; actives 1.7% (n = 350,000); AID 651640, 2012; in the data active means CPE inhibition above about 20%, passing the limit was not always enough; inconclusive means no clear call, values can overlap the other calls; tested in BHK-21 cells;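 further: 0% = median of neutral control wells and 100% = median of positive control wells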
F508del corr – F508del CFTR correction, initial screen, CFBE line, single point; actives 0.36% (n = 350,000); activity (quench increase), % at 7.58 µM; CFBE cells, YFP halide quenching; stimulated with forskolin plus potentiator P3; % fluorescence drop versus neutral controls; AID 720511, 2013;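 active means mean added fluorescence quench of at least 8% versus neutral control, with both replicates also reaching 8%; inconclusive means only one of the mean or replicate conditions met; inactive means mean below 8% and not both replicates reaching 8%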;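 further: cells transiently co-express mutant CFTR-F508del with the halide-sensitive YFP; corrector assay measuring rescue of mutant channel to the surface after 24 h compound exposure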
EWS-Fli inh – EWS/Fli-driven NR0B1 reporter inhibitors, primary screen, A673 cells, NR0B1 luciferase, luminescence, MLPCN library. viability-normalised. inhibition, % at 12.6 µM. actives 0.67% (n = 350,000);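 active means mean inhibition of at least 50% after viability correction, with every replicate also passing that limit; inconclusive means mean reaches 50% but only one of two replicates passes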;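 further: firefly luciferase signal divided by Alamar Blue viability fluorescence both relative to DMSO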
* = called active by the depositor; ? = inconclusive; / = not tested or not shown; & = joins results of further samples.

Structure	Xi reactivation	ERp5 block	F508del corr	DENV2 CPE rescue	ARNT-TACC3 inh	PAX8 inh HTS	INS-1E GSIS act	EWS-Fli inh
Fc1ccc(-c2csc(/C=C/c3ccc4c(c3)OCO4)n2)cc1	0.4	3.1	2.8	8.9	1.9	-50.9	1.0	-45.4
CN(C)Cc1c(O)ccc2c(=O)c(-c3ccccc3)c(C(F)(F)F)oc12	0.3	2.6	-1.4	4.3	7.3	17.4	6.7	-11.3
COc1cccc(CC2(CO)CCN(CC3=CC[C@H]4C[C@@H]3C4(C)C)CC2)c1	0.0	-89.5	3.1	-2.9	-2.9	8.2	-36.0	6.9
Cc1cc(NC(=O)COC(=O)C2CCC2)no1	0.0	-4.0	-0.8	7.3	-1.2	-10.7	-1.4	10.1
COc1cccc(NC(=O)c2nn(-c3ccc(OC)cc3OC)c(=O)c3ccccc23)c1	0.1	-0.4	-2.0	-3.2	-15.2	-9.4	-0.2	18.3
CC(C)C#Cc1ccc2c(c1)O[C@@H](CN(C)C(=O)CN(C)C)[C@H](C)CN([C@H](C)CO)S2(=O)=O	-0.3	-6.4	4.0	3.0	-0.5	-10.0	17.9	-11.9
NC(=O)CN1CCN(S(=O)(=O)c2ccc(Cl)cc2)CC1	0.0	-24.7	-1.0	16.8	-4.0	9.5	9.3	6.2
O=C(C1CCCCC1)N1CC2(C1)[C@@H](c1ccccc1)[C@@H](CO)N2Cc1nccs1	0.1	-1.0	3.0	27.9*	/	/	-12.3	/
N#Cc1c(NC(=S)NC(=O)c2ccccc2)sc2c1CCCC2	0.2	/	/	/	-1.0	-76.8	36.3	/
CCCCOc1ccc(-c2ncc([N+](=O)[O-])cn2)cc1	0.0	-2.6	2.8	-1.0	-1.0	-34.6	9.0	-103.5
CCCOc1ccc2c(CC)cc(=O)oc2c1C	0.3	/	/	/	-6.8	0.4	35.9	/
Cc1ccccc1NS(=O)(=O)c1cccc2nonc12	-0.1	11.0	-0.8	-3.9	-2.1	15.6	9.0	0.6
CCOC(=O)C1(C)CCCN1C(=O)c1csnn1 (stereo not drawn)	0.0	-1.8	-1.9	3.9	/	-0.5	-13.1	0.0
CC1CCCN(C(=O)Cn2nnc(-c3ccc([N+](=O)[O-])cc3)n2)C1 (stereo not drawn)	0.0	0.1	1.3	-2.8	4.6	-5.9	0.4	1.1
CCN(CC)S(=O)(=O)c1ccc(SCC(=O)c2c(N)n(C3CC3)c(=O)[nH]c2=O)nc1	0.1	0.0	1.2	?	/	-1.2	/	12.3
O=C(NC1CCCCC1)N[C@H]1CC[C@H](CCNS(=O)(=O)c2ccc(Cl)cc2)O[C@@H]1CO	0.2	-0.6	-0.7	4.8	/	4.5	4.0	1.3
C[C@@H]1CN([C@H](C)CO)C(=O)c2cc(NC(=O)c3ccccc3)ccc2O[C@@H](C)CCCCO[C@H]1CN(C)S(=O)(=O)c1cn(C)cn1	0.0	5.7	-1.2	-1.6	-18.5	-11.1	5.8	-6.6
O=C1c2ccccc2C(Nc2ccc(Cl)cn2)N1c1ccccn1 (stereo not drawn)	0.2	-4.4	-1.2	-1.3	/	27.3	/	7.0
CN1C(=O)N(CC(=O)Nc2cccc(S(=O)(=O)N(C)c3ccccc3)c2)C(=O)C12CCCCC2	0.0	-1.0	-1.4	-2.3	6.1	1.6	-22.3	3.6
CCCCN(CC)CCNC(=O)c1cn(CCOC)c(=O)c2c1c1ccccc1n2C	0.0	2.3	0.6	1.9	-1.2	-33.3	8.0	-12.6
Cc1ccc(SCCC(=O)N2CCOCC2)cc1	/	3.7	2.3	-1.0	17.0	/	34.3	-36.6
O=C(O)Cn1cnc2c(oc3ccccc32)c1=O	0.0	-1.1	1.4	-5.2	18.1	4.4	-7.5	-5.8
CC(=O)CCc1oc2ccc([N+](=O)[O-])cc2c1-c1ccc(C)o1	0.7	3.9	1.1	9.0	1.7	4.6	14.3	5.8
CN(c1ccc(C(=O)Nc2ccc(S(=O)(=O)N3CCCC3)cc2)cc1)S(C)(=O)=O	0.2	-0.5	1.9	14.9	/	26.0	-2.9	14.3
CCn1c(SC)nnc1-c1nn(-c2ccccc2)ccc1=O	0.1	2.3	-1.0	8.3	2.6	-12.2	-6.5	-2.8
O=C(Nc1cccc(-c2cn3ccccc3n2)c1)c1ccccc1	-0.1	0.6	1.7	/	/	-48.7	3.5	-77.9
CC(=O)c1ccc(N(C(=O)c2ccco2)C(C(=O)NC2CCCC2)c2ccc(N3CCOCC3)cc2)cc1 (stereo not drawn)	6.8	-0.8	0.2	/	/	4.0	5.1	-0.8
C[C@H](CO)N1C[C@H](C)[C@H](CN(C)CC2CC2)Oc2ccc(NC(=O)CCN3CCOCC3)cc2CC1=O	-0.7	-1.0	-1.4	-12.4	-4.0	-32.6	3.7	-2.3
COc1ccc(NC(=O)Nc2ccc3c(c2)C(=O)N([C@@H](C)CO)C[C@@H](C)[C@H](CN(C)C(=O)Nc2ccc4c(c2)OCO4)OCCCC[C@@H](C)O3)cc1	-0.1	-3.3	1.4	3.4	2.9	4.3	10.5	1.2
O=C(C1CC1)N1N=C(c2cccc(Br)c2)CC1(O)C(F)(F)F (stereo not drawn)	0.1	-2.5	-2.0	4.6	5.7	2.6	-15.8	-2.5

DENV2 CPE rescue, entries above that show a hit.
structure	ERp5 block	F508del corr	DENV2 CPE rescue	ARNT-TACC3 inh	INS-1E GSIS act
O=C(C1CCCCC1)N1CC2(C1)[C@@H](c1ccccc1)[C@@H](CO)N2Cc1nccs1	-1.0	3.0	27.9*	/	-12.3

Three compounds picked at random from those above, as already listed:
Structure	Xi reactivation	ERp5 block	F508del corr	DENV2 CPE rescue	ARNT-TACC3 inh	PAX8 inh HTS	INS-1E GSIS act	EWS-Fli inh
CN(c1ccc(C(=O)Nc2ccc(S(=O)(=O)N3CCCC3)cc2)cc1)S(C)(=O)=O	0.2	-0.5	1.9	14.9	/	26.0	-2.9	14.3
COc1ccc(NC(=O)Nc2ccc3c(c2)C(=O)N([C@@H](C)CO)C[C@@H](C)[C@H](CN(C)C(=O)Nc2ccc4c(c2)OCO4)OCCCC[C@@H](C)O3)cc1	-0.1	-3.3	1.4	3.4	2.9	4.3	10.5	1.2
O=C(C1CC1)N1N=C(c2cccc(Br)c2)CC1(O)C(F)(F)F (stereo not drawn)	0.1	-2.5	-2.0	4.6	5.7	2.6	-15.8	-2.5

More records
Structure	Xi reactivation	ERp5 block	F508del corr	DENV2 CPE rescue	ARNT-TACC3 inh	PAX8 inh HTS	INS-1E GSIS act	EWS-Fli inh
CC1CCCN(C(=O)c2ccc(NS(=O)(=O)c3cccc([N+](=O)[O-])c3)cc2)C1 (stereo not drawn)	0.0	-2.3	-1.0	8.2	-1.1	2.8	-12.7	3.6
C[C@@H]1CN([C@@H](C)CO)C(=O)CCCn2nncc2CO[C@@H]1CN(C)Cc1ccc2c(c1)OCO2	-0.1	-5.0	-0.5	-2.1	-7.2	/	-3.9	-1.8
CCOc1ccc(NC(=O)c2sc(NC(C)=O)c(C(=O)OC)c2C)cc1	0.0	3.7	-1.6	/	-5.9	-14.1	21.4	4.5
COc1ccc(NS(=O)(=O)c2csc(C(=O)N3CCCC3)c2)cc1	0.0	0.2	1.5	-6.1	1.0	4.3	5.4	/
O=C(Nc1cccc(S(=O)(=O)N2CCCCCC2)c1)C1=COCCO1	0.0	3.0	0.9	-2.6	-12.2	-16.6	-2.6	-5.8
Cc1ccccc1C(=O)c1cccn1CC(=O)NC1CCCC(C)C1C (stereo not drawn)	0.0	-3.8	-0.5	5.6	-4.7	3.8	-10.8	/
N#C[C@@H]1[C@@H](c2ccc(C#Cc3cccnc3)cc2)[C@@H](CO)N1C(=O)C1CC1	0.1	0.1	1.2	?	5.6	-20.6	7.2	-8.6
CC(=O)NS(=O)(=O)c1ccc(NC(=O)c2cc3c(=O)n4ccccc4nc3s2)cc1	-0.2	4.6	4.7	0.7	24.2	-4.9	18.0	0.0
COCC(=O)N1[C@H](CO)[C@@H]2c3ccccc3N(C(=O)c3cccc(OC)c3)C[C@@H]21	0.5	-5.5	-0.6	-1.5	-24.1	0.4	6.2	-9.1
Cc1ccc(S(=O)(=O)N2CCCCC2)cc1NC(=O)C1CCC1	0.0	-5.6	1.0	0.0	28.9	-10.1	7.4	2.7
CCOc1ccc(S(=O)(=O)N2CCCC(C(=O)NCc3cccnc3)C2)cc1 (stereo not drawn)	-0.1	0.3	0.0	-1.8	-3.2	2.6	-0.7	0.9
OC(CNCc1ccccc1)(c1ccccc1)c1ccccc1	-0.1	-8.8	-0.3	-3.4	3.4	15.8	-11.0	-1.7
O=C(CC1CCCCC1)NCc1ccccc1	0.0	1.3	-1.6	-1.2	-1.0	-59.2	4.3	-71.8
CCn1c(C)nc2cc(C(=O)NN=C(C)c3ccc(C#N)cc3)ccc21	0.0	0.9	0.8	9.8	22.3	/	/	-7.7
COc1ccc(S(=O)(=O)N(C)C[C@@H]2Oc3ccc(NC(=O)CCCCCC(=O)Nc4ccccc4N)cc3C(=O)N([C@H](C)CO)C[C@@H]2C)cc1	1.0	14.6	-1.4	7.7	2.3	/	8.4	18.8
O=C(c1ccncc1)N1C[C@H]2[C@@H](c3ccccc31)[C@H](CO)N2C(=O)c1ccncc1	0.2	-7.3	-1.6	4.4	-2.5	-1.6	6.4	1.4
CCCCS(=O)CC(COC)OC(=O)c1ccccc1 (stereo not drawn)	0.1	3.4	0.8	0.0	-8.5	25.9	5.8	11.4
COc1cccc(CNC(=O)[C@H]2CCCN2C(=O)[C@H]2CCCN2C(=O)c2ccccc2)c1	-0.1	1.3	0.4	-4.5	/	8.1	9.1	0.6
C[C@@H]1CN([C@H](C)CO)C(=O)Cc2cc(NS(=O)(=O)c3ccc(F)cc3)ccc2O[C@@H]1CN(C)Cc1ccccc1	-0.1	9.8	-1.6	-10.9	/	-16.5	-13.6	-7.8
O=C(c1cc(-c2cccnc2)nc2ccccc12)N1CCN(S(=O)(=O)c2cccs2)CC1	0.0	2.8	2.3	?	6.2	15.6	-9.7	7.7
CCNNC(=O)C(O)(c1cccc(C)c1)c1cccc(C)c1	-0.2	/	/	/	-4.5	-6.7	-5.3	/
CCN=c1scc(-c2ccc3c(c2)NC(=O)CO3)n1N=C1CCCC1	-0.1	4.4	2.4	5.5	11.7	5.5	8.0&-31.0	10.3
O=C(COc1cccc2ccccc12)NNC(=O)c1cnccn1	-0.1	0.0	/	-2.8	19.3	35.6	4.7	17.5
Cc1nc(SCC(=O)c2c(N)n(C3CC3)c(=O)[nH]c2=O)[nH]c(=O)c1CCO	0.0	-8.8	0.6	-1.5	5.2	-5.7	10.1	-0.6
CCN(CC)CCN(C(=O)c1ccc2ncsc2c1)c1nc2cc3c(cc2s1)OCO3	0.0	-2.3	5.4	-2.8	4.5	-99.5	5.2	/
Cn1c(-c2cccs2)[n+](C)c2ccccc21	0.0	-1.8	-0.2	0.6	-5.0	-2.5	1.9	-20.5
COc1cc2ccccc2cc1C(=O)N1CCN(C(C)=O)CC1	0.0	-1.7	0.8	2.3	-1.2	7.8	8.2	8.0
